PRMT1 FP inh = inhibitors of human PRMT1; AID 652257; inhibition, % at 2.79 µM; 1.3% of 370,000 active; Q99873; recombinant PRMT1, activity-based probe fluorescence polarization;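 active = inhibition above about 21% made by adding two undisclosed values, limit read from the data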
ABHD4 inh = ABHD4 (mouse) inhibition, primary FP screen; inhibition, % at 8.92 µM; purified mABHD4, FP-Rh probe fluorescence polarization; AID 720543; 0.54% of 370,000 active; Q8VD66;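 active = inhibition exceeding the mean over every tested compound plus 3 SD, cut at about 30% in these data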;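 note: 0% = plate median of compound wells and 100% = S159A mutant with DMSO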
Target sequence (Q8VD66 whole entry, looked up): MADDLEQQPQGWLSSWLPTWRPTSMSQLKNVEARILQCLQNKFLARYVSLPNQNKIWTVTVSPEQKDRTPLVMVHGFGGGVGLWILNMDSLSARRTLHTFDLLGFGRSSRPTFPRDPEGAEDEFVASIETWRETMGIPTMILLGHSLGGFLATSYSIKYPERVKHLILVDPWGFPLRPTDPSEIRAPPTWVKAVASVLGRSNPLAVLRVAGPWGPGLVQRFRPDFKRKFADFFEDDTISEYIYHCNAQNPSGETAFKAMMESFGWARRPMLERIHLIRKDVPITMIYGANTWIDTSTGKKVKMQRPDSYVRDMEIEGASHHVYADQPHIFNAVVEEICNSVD
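assay system = mABHD4 protein | compound dosing = single nominal dose of 8.92 µM, 0.89% DMSO final | read-out basis = percent inhibition of probe binding, normalized to plate controls | schedule = Enzyme–compound pre-incubation 45 min, then probe 60 min, both 25 °C | detection = fluorescence polarization, excitation 525 nm, emission 598 nm, BODIPY TMR filters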
rCAG binder = molecules binding r(CAG) RNA repeats. r(CAG) RNA repeat, TO-PRO-1 dye displacement fluorescence. inhibition, % at 3 µM. 1.3% of 370,000 active. AID 651821;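 active = inhibition above the plate cutoff, the mean of all test compounds on that plate plus 3 SD, cut at about 35% in these data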;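 note: 0% = DMSO alone and 100% = 100 µM mitoxantrone as full dye displacement; higher means more dye released from RNA so lower well fluorescence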
TCR-CD3 inh = inhibitors of human TCR-CD3 interaction. inhibition, % at 9.4 µM. TAMRA-labeled TCR probe fluorescence, biochemical. AID 651800. 0.37% of 360,000 active; in the data active = inhibition above about 19%;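 note: recombinant mutant TCR 2C K166C tagged with TAMRA read by polarization; 0% = receptor in buffer alone and 100% = receptor with positive control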
SIAE primary = human SIAE inhibition, primary screen | inhibition, % at 9.66 µM | 0.69% of 370,000 active | Q9HAT2 | SIAE FP-Rh probe binding, fluorescence polarization;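 active = inhibition above a cutoff: mean of compounds within the control limits plus 3 SD of those, cut at about 17% in these data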;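 note: 0% = plate median of compound wells and 100% = probe without SIAE protein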
LEDGF integ inh = blocks HIV-1 LEDGF/p75-dependent DNA integration. 0.64% of 370,000 active. AID 743269. TR-FRET IN-LEDGF/p75 DNA integration, Eu/Cy5. inhibition, % at 3.7 µM;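 active = inhibition above the screen-wide mean plus 3 SD, cut at about 13% in these data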;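 note: signal is the Cy5 over europium emission ratio at 671 and 618 nm; 0% = plate median of compound wells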
NR1D1 modulator = modulators of human Rev-erb alpha DNA binding; P20393; Rev-erbα–FITC-DNA binding, fluorescence polarization, 90 min; activity, % at 10 µM; 0.79% of 370,000 active; AID 1259318;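 active = activity above about 14%, limit read from the data; passing the limit was not always enough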;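 note: 0% = DMSO wells with 35 nM protein and 100% = DMSO wells with 750 nM protein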
PG9 Ab binder = small molecules binding HIV-1 gp120 antibody PG9 | inhibition, % at 6.7 µM | TR-FRET gp120-PG9 antibody binding | 0.43% of 360,000 active; in the data active = inhibition above about 8.5%
HTRA1 inh = HTRA1 (human) protease inhibition | inhibition, % at 5.96 µM | 0.5% of 340,000 active | AID 504803 | recombinant HTRA1, FP-rhodamine activity-based probe, fluorescence polarization; in the data active = inhibition above about 36%;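 note: 0% = enzyme with DMSO and 100% = wells lacking enzyme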
Target sequence (Q92743 whole entry, looked up): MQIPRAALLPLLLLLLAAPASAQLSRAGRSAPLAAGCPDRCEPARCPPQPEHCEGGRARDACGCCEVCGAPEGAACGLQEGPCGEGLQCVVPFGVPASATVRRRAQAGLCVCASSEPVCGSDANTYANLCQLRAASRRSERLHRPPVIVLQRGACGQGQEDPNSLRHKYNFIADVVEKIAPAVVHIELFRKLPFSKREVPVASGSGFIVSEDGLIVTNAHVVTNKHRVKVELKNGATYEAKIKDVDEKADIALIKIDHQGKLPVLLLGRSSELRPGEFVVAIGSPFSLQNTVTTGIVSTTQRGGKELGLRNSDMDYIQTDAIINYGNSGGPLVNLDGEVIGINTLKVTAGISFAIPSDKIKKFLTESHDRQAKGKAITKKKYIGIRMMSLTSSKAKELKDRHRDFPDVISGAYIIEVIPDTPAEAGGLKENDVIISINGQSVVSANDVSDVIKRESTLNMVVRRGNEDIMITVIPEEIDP
TDP2 absorb = blocks human TDP2 phosphodiesterase activity; O95551; recombinant TDP2, T5PNP hydrolysis, p-nitrophenol absorbance 415 nm; inhibition, % at 12.8 µM; 0.34% of 370,000 active;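 active = inhibition above the mean of all tested compounds plus 3 SD, set per campaign, cut at about 25% in these data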;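 note: 0% = DMSO with enzyme and 100% = buffer with substrate but no TDP2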
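Assay system: recombinant human TDP2 / Reagent: T5PNP substrate at 5 mM, a TopII-DNA adduct mimic / Measured by: epi absorbance from released p-nitrophenol / Evaluation: % inhibition relative to enzyme-containing and enzyme-free wells / Control set: enzyme-free and DMSO wells / Replicates: each compound tested once, singlicate / Schedule: enzyme reaction with compound for 2 h at 37 °C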
The depositor's hits bear a star; . = not tested or not shown. Only part of the results is shown, so the mix of outcomes need not match the whole.

item	mol	PRMT1 FP inh	ABHD4 inh	rCAG binder	TCR-CD3 inh	SIAE primary	LEDGF integ inh	NR1D1 modulator	PG9 Ab binder	HTRA1 inh	TDP2 absorb
1	Cc1ccn2cc(CCNS(=O)(=O)c3ccc4ccccc4c3)nc2c1	-1	-4	-2	2	8	-1	-6	-1.5	5	-2
2	Cc1ccc(-c2cc(N)n[nH]2)cc1	-3	8	7	9	7	0	1	0.1	3	-7
3	CCOc1cc(NC(=S)NCC2CCCO2)c(OCC)cc1NC(=O)c1ccc(F)cc1 (stereo not given)	-2	3	-4	1	8	4	1	-0.9	8	-7
4	OCC1OC(n2cnc3c(SCc4ccccc4)nc(F)nc32)C(O)C1O (stereo not given)	0	-5	4	-4	4	-2	3	0.1	-1	-8
5	O=[N+]([O-])c1cccc(OCc2cn3cccnc3n2)c1	-2	-2	1	-7	-4	2	2	-4.8	-8	-21
6	COc1cccc(NC(=O)NNC(=O)CN2C(=O)COc3ccccc32)c1	3	2	-2	-4	-3	-6	-6	-0.1	7	-7
7	NNC(=O)c1cccc(COc2ccc(Br)cc2)c1	-3	-18	12	-2	-12	0	3	1.6	-33	6
8	S=C(Nc1ccccc1Cl)N1CCOCC1	-3	1	-2	5	4	3	3	-1.5	2	8
9	O=C(Cc1ccccc1)c1ccc2c(c1)OCCO2	-1	-1	-2	2	8	1	.	0.1	-2	3
10	CCOc1ccc(C(=O)CCC(=O)N(CC)CC(=O)NCc2ccc(Cl)cc2)cc1	1	3	-7	8	0	-1	2	-1.1	-3	0
11	COC(=O)C1CN(Cc2ccccc2)CCS(=O)(=O)N1Cc1ccc(C(F)(F)F)cc1 (stereo not given)	-1	-7	1	.	-1	-1	8	.	.	-3
12	CCOc1ccc(CC(=O)NCc2cn3c(C)csc3n2)cc1	3	1	1	-10	-1	-3	-3	0.4	-2	-1
13	C#CCOCCOCCOCCNc1nc(N2CCN(C(=O)Cn3cc(CCO)nn3)CC2)nc(N2CCN(C(=O)[C@H]([C@@H](C)O)n3cc(CCCCN)nn3)CC2)n1	2	-15	-4	-1	12	5	1	0.8	2	-5
14	COc1ccc(-c2cc(=O)oc3cc(OC(=O)C4CCCCC4)c(Cl)cc23)cc1	3	15	6	1	-3	0	-7	-1.7	-6	2
15	O=C(NNC1=C(C(=O)C(F)(F)F)CCC1)c1cccnc1	-3	0	-2	0	10	-2	-11	-0.7	3	6
16	Cc1ccc(/C=N/Nc2nc(N3CCCCC3)nc(N3CCCCC3)n2)o1	2	26	-3	0	3	4	-3	-2.0	-3	0
17	Cc1ccc(/C(O)=C2/C(=O)C(=O)N(c3ccccn3)C2c2ccc(F)cc2)cc1 (stereo not given)	-2	-1	8	4	8	7	-12	3.6	2	1
18	Cc1cc(C)c(C)c(S(=O)(=O)N2CCC(C(=O)NCCCN3CCCC3=O)CC2)c1C	0	4	0	-4	1	-8	-5	1.8	7	-5
19	Cc1nc2ccc(NC(=O)c3ccccc3)cc2s1	7	-15	-3	-5	-7	-3	-6	-0.4	-5	-6
20	CCCC(C)NC(=O)Cc1ccccc1 (stereo not given)	-5	-5	0	4	4	6	3	0.7	4	-10
21	COc1ccc(-c2nc(CN3CCC(C(=O)NC4CCN(Cc5ccccc5)CC4)CC3)c(C)o2)cc1OC	-1	6	-10	6	0	3	-3	-2.2	7	0
22	CCC(C)(C(=O)NC1CCCC1)N(Cc1ccco1)C(=O)c1ccccn1 (stereo not given)	-2	4	-2	-2	5	-1	0	0.0	-1	7
23	COCCn1nnnc1C(c1ccccc1Cl)N1CCN(c2ccccc2OC)CC1 (stereo not given)	-3	0	-4	-1	0	-2	2	1.2	0	-11
24	COc1ccccc1N1CCN(C(=O)c2cc3c(s2)CCCCC3)CC1	-2	0	-9	-2	4	2	-1	-3.0	-15	-7
25	COC(=O)[C@]12CCCCC=C1N(Cc1cccc3ccccc13)C(=O)[C@H](CC(=O)N1CCCCC1)C2	-4	2	3	3	-1	82*	-1	-0.1	.	4
26	CCCCn1c(N)c(N(CC)C(=O)CSCc2c(C)noc2C)c(=O)[nH]c1=O	1	-6	2	-3	1	4	-5	-2.1	2	-18
27	COc1ccccc1/C=C1\N=C(C(C)(C)C)OC1=O	-4	8	-1	-3	-3	3	-2	-1.2	2	-1
28	Nc1cccc(C(=O)N/N=C/c2ccsc2)c1	-3	1	0	-1	5	4	4	-1.1	5	3
29	Cc1nn(-c2ccc(N3CCOCC3)nn2)c(C)c1CCC(=O)NCc1ccccc1	-8	2	-5	1	2	0	8	-0.2	6	-16
30	O=C(NCCCN1CCCC1=O)Nc1ccc(F)c(Cl)c1	3	-2	0	-8	6	6	-1	-0.3	4	-1
31	CCOc1ccc(N2CC(C(=O)Nc3cc(C)on3)CC2=O)cc1 (stereo not given)	-1	-3	-2	-1	4	2	-3	-1.9	4	-4
32	CC(C)(C)OC(=O)C[C@@H]1C/C=C\C[C@H](CC(=O)N(CCO)Cc2ccccc2)C(=O)NCCOC1=O	-4	-3	-1	-10	-3	0	-3	0.3	6	-22
33	Cc1noc(C)c1COc1ccccc1C(=O)NCCc1ccc(Cl)cc1	-2	-6	-7	3	0	-2	-1	-1.8	-13	-5
34	CC1=NN(c2ccc(C)cc2C)C(=O)C1C(c1cccc(O)c1)C1C(=O)N(c2ccc(C)cc2C)N=C1C (stereo not given)	4	7	25	6	4	12	.	-2.0	4	71*
35	COc1cc(/C=C2/SC(=S)N(Cc3ccccc3)C2=O)ccc1OS(C)(=O)=O	-1	-4	4	0	0	1	2	0.0	-3	-1
36	COc1ccc(-c2nc(C)c(C(C)=O)n2O)cc1[N+](=O)[O-]	4	7	1	-10	-4	-6	-4	-0.7	-3	6
37	O=S1(=O)CC2c3ccccc3CCN2CN1Cc1ccccc1 (stereo not given)	3	-5	-1	.	0	3	2	.	.	3
38	COC(=O)C(C)N1C(=O)S/C(=C\c2cc(C)n(-c3ccccn3)c2C)C1=O (stereo not given)	3	3	-3	2	-2	1	4	-2.0	-3	1
39	C[N+](C)(C)CCNC(=O)c1c(O)c2c([nH]c1=O)CCCC2	-1	3	-2	-1	1	-1	-3	-0.5	2	-8
40	Cc1c(C(=O)N2CCCCCC2)nnn1-c1nonc1N	-1	6	-3	4	6	1	-1	-0.1	1	-1
41	COc1ccc(CN(C(=O)c2ccco2)c2ccc(C)c(C)c2)cc1	0	5	-6	-2	3	2	6	-0.4	-21	-6
42	O=C(Nc1ccccc1C(=O)NCCCN1CCOCC1)c1ccc(F)cc1	0	4	-6	-4	-5	-1	-5	0.5	3	-1
43	COc1cc(C2c3cc4c(cc3OC(Nc3ccc(C(=O)O)cc3)C2C)OCO4)cc(OC)c1OC (stereo not given)	11	22	15	4	7	7	0	-2.2	3	-1
44	CCN(CC)c1ccc(NC(=O)CSc2nnc3nc(C)cc(C)n23)cc1	2	-1	0	-11	3	1	-2	-9.8	1	-11
45	COc1ccc(C2(CNC(=O)c3ccc(N)cc3)CCCC2)cc1	3	-4	-5	-11	-2	-5	-7	2.4	4	2
46	CCOC(=O)C1CCCN(CCC(=O)Nc2ccc(F)c(F)c2)C1 (stereo not given)	-2	1	-4	1	8	-1	-2	0.3	-1	2
47	CCOc1ccc(CCNC(=O)C(CC)n2nc(C)n3c(cc4sccc43)c2=O)cc1OCC (stereo not given)	2	-2	-5	8	-3	1	5	2.5	-9	6

Structures shown so far that have a Cl atom:
item	mol	PRMT1 FP inh	ABHD4 inh	rCAG binder	TCR-CD3 inh	SIAE primary	LEDGF integ inh	NR1D1 modulator	PG9 Ab binder	HTRA1 inh	TDP2 absorb
8	S=C(Nc1ccccc1Cl)N1CCOCC1	-3	1	-2	5	4	3	3	-1.5	2	8
10	CCOc1ccc(C(=O)CCC(=O)N(CC)CC(=O)NCc2ccc(Cl)cc2)cc1	1	3	-7	8	0	-1	2	-1.1	-3	0
14	COc1ccc(-c2cc(=O)oc3cc(OC(=O)C4CCCCC4)c(Cl)cc23)cc1	3	15	6	1	-3	0	-7	-1.7	-6	2
23	COCCn1nnnc1C(c1ccccc1Cl)N1CCN(c2ccccc2OC)CC1 (stereo not given)	-3	0	-4	-1	0	-2	2	1.2	0	-11
30	O=C(NCCCN1CCCC1=O)Nc1ccc(F)c(Cl)c1	3	-2	0	-8	6	6	-1	-0.3	4	-1
33	Cc1noc(C)c1COc1ccccc1C(=O)NCCc1ccc(Cl)cc1	-2	-6	-7	3	0	-2	-1	-1.8	-13	-5
